Gli-Sufu antag: Gli-Sufu pathway antagonists, primary screen, luciferase luminescence, Sufu-KO-LIGHT cells, uHTS; Sufu-KO-LIGHT fibroblasts, Gli luciferase reporter luminescence; inhibition, % at 5 µM; actives 0.74% (n = 340,000);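 active = inhibition above about 55%, limit read from the data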;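 also: 0% = DMSO-treated cells and 100% = wells with medium but no cells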
UPR XBP1 act: activators of adaptive XBP1 UPR arm, primary screen, cell-based, CHO-XBP1 luciferase reporter, luminescence, uHTS; IRE1-XBP1 UPR activation; percent of tunicamycin response, DMSO as zero; activation, % at 20 µM; actives 0.33% (n = 330,000); AID 463104, 2010;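 active = versus positive control, 20 µM dose yields 30% or more activation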;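 also: 100% = tunicamycin at 10 µg/mL and 0% = DMSO only wells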
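Material: CHO cell line with stable XBP1 luciferase reporter; schedule: 16-18 h cell attachment at 37 °C, then 6 h compound exposure; signal: glow luminescence from Steady-Glo reagent; medium: serum-containing F12 medium, 10% FBS; benchmarks: tunicamycin 10 µg/mL and vehicle-only wells; read-out: percent activation relative to tunicamycin reference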
697 NFkB inh: inhibitors of PMA/ionomycin-induced NF-kB reporter, 697 cells, primary screen, B-cell NF-kB inhibitor project, cell-based, luminescence, uHTS. 697 B-cell NF-kB luciferase reporter, 16 h. inhibition, % at 4 µM. actives 0.33% (n = 330,000). AID 435022, 2010; in the data active = inhibition above about 35%
Mdm2 MdmX PPI: inhibitors of human Mdm2-MdmX association, primary screen, cell-based, luminescence, split luciferase, SaOS-2, uHTS; inhibition, % at 8 µM; Protein Mdm4 (Homo sapiens) + E3 ubiquitin-protein ligase Mdm2 (Homo sapiens), …; SaOS-2 split-luciferase Mdm2/MdmX complementation; actives 3% (n = 330,000);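 active = inhibition of at least 50% at 8 µM in the primary screen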
CXCR6 block: CXCR6 receptor inhibitors, primary screen, cell-based, beta-arrestin, luminescence, CHO-K1 PathHunter, 1536-well. AID 602244, 2012. actives 0.36% (n = 360,000). inhibition, % at 20 µM. C-X-C chemokine receptor type 6 (Homo sapiens), O00574; in the data active = inhibition above about 34%, passing the limit was not always enough;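 also: antagonist mode with CXCL16 agonist at 10 nM final; 0% = 10 nM CXCL16 with DMSO and 100% = unstimulated wells without agonist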
Target sequence (O00574 whole entry, looked up): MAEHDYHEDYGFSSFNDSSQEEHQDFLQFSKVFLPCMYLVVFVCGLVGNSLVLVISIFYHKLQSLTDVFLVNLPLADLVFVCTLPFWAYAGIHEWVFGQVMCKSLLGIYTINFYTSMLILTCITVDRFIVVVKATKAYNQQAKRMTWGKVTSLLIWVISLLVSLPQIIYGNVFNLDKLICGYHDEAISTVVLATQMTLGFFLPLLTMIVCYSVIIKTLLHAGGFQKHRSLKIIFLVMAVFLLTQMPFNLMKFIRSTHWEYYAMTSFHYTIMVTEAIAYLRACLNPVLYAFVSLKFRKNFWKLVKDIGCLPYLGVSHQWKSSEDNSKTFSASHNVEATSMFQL
CCR6 antagonist: CCR6 receptor antagonists, primary screen, cell-based, CHO-K1, luminescence, beta-arrestin, uHTS; CHO-K1 CCR6 PathHunter beta-arrestin, CCL20-stimulated; inhibition, % at 20 µM; actives 0.49% (n = 340,000); AID 493098, 2011;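 active = compounds whose inhibition of the agonist-driven luminescence signal at 20 µM reaches about 50%, limit read from the data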;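 also: cells stimulated with CCL20 at 14 nM final; plate controls were DMSO with CCL20 for no effect and DMSO without agonist for full effect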
Target sequence (P51684 whole entry, looked up): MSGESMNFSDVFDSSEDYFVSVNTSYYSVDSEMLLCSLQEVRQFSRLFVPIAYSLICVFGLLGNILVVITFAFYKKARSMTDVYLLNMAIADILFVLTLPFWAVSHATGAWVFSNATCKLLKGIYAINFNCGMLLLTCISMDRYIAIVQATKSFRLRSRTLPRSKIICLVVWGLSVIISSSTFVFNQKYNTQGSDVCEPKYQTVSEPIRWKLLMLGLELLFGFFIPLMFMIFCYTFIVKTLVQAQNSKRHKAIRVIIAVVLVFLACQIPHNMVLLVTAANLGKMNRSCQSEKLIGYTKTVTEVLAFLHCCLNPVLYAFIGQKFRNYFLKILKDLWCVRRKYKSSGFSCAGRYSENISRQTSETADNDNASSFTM
EBI2 antag: EBI2 receptor antagonists, beta-arrestin recruitment, primary screen, cell-based, luminescence, 7a,25-OHC stimulation, uHTS | actives 0.81% (n = 360,000) | 7a,25-OHC stimulated | AID 651636, 2012 | inhibition, % at 5 µM | G-protein coupled receptor 183 (Homo sapiens), P32249; in the data active = inhibition above about 38%;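 also: enzyme fragment complementation signal reports receptor beta-arrestin coupling in cells; 0% = agonist plus DMSO wells and 100% = wells without agonist; some results beyond the cut were filed as inactive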
Target sequence (P32249 whole entry, looked up, the tested form may be a part): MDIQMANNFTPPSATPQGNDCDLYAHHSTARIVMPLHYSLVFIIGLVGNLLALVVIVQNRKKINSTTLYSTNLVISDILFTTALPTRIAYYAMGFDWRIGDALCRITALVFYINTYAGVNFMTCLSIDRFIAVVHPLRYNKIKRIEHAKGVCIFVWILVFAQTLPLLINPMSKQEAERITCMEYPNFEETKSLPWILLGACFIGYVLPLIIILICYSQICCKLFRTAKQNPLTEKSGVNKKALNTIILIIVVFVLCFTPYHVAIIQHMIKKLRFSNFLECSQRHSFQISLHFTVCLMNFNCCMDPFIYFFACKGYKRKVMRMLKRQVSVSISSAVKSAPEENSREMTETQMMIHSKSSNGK
Jurkat NFkB inh: inhibitors of induced NF-kB luciferase reporter, primary screen, TCR NF-kB activation inhibitor project, cell-based, luminescence, uHTS; AID 435003, 2010; Jurkat, PMA/ionomycin-induced NF-kB luciferase reporter; inhibition, % at 4 µM; actives 0.53% (n = 330,000); in the data active = inhibition above about 50%
CHOP UPR activ: activators of apoptotic CHOP UPR arm, primary screen, cell-based, CHO-CHOP luciferase reporter, luminescence, uHTS; activation, % at 10 µM; AID 449763, 2010; actives 0.34% (n = 330,000); UPR activation; percent of tunicamycin response over DMSO baseline;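 active = at 10 µM dose, activation of 40% or more, normalized to positive control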;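 also: 100% = tunicamycin at 10 µg/mL and 0% = DMSO alone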
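Material: CHO-CHOP cells, stable luciferase reporter of PERK-eIF2a-CHOP signalling; quantity: 500 reporter cells seeded per well; buffer or medium: F12 medium containing 10% fetal bovine serum; compound: one dose, 10 µM in 0.5% DMSO; incubation: 6 h compound treatment, 37 °C; measured by: Steady-Glo luciferase luminescence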
* hit, by the source's call; nt = no result given.

SMILES	Gli-Sufu antag	UPR XBP1 act	697 NFkB inh	Mdm2 MdmX PPI	CXCR6 block	CCR6 antagonist	EBI2 antag	Jurkat NFkB inh	CHOP UPR activ
NC(=O)C1CC(=O)N(c2ccc(OCc3ccc(F)cc3)cc2)C1 (stereo unspecified)	-2.0	0.5	-9.7	11.4	-3.4	-3.2	-24.2	-57.5	3.5
Cc1ccc(N2CC(C(=O)Nc3ccncc3)CC2=O)cc1 (stereo unspecified)	-2.9	-1.9	9.4	19.5	2.4	7.3	-3.8	-9.2	-0.5
CC(=O)Nc1ccc(S(=O)(=O)CCC(=O)O)cc1	8.3	-2.2	12.8	-13.7	-1.4	-8.8	1.0	-3.7	-0.3
O=C(NCCN1CCOCC1)c1cc(-c2ccc(Cl)c(Cl)c2)on1	-0.5	-5.0	11.3	1.5	-6.6	7.7	0.3	-5.2	1.7
Nc1ccc(-n2nnnc2CN2CCOCC2)cc1	3.8	-0.1	14.4	2.3	0.5	8.5	-4.2	4.7	0.8
Cc1ccc(O)c(-c2cc(C(F)(F)F)[nH]n2)c1	4.9	1.3	40.0*	15.8	-18.2	-7.9	-4.1	10.0	0.4
Cc1cccc(NC(=O)CSCC(=O)N2CCCc3ccccc32)c1	-1.7	1.4	-7.0	16.6	2.3	14.6	-6.6	-6.7	-0.5
FC(F)(F)c1cnc(Sc2nc3nccc(-c4ccc(Cl)cc4)n3n2)c(Cl)c1	2.0	-0.1	-28.8	27.6	4.8	8.1	11.7	-16.5	-3.6
Cc1cccc(C(=O)O/N=C2\CCCc3ccccc32)c1	-2.9	4.3	-24.1	-8.8	3.6	22.9	16.4	-5.2	7.2
Cc1cc(C)n(CC(=O)O)n1	-5.5	-1.0	16.7	7.7	2.6	-14.8	-9.6	5.8	1.2

The last 2 compounds of the part before lead into the next:
SMILES	Gli-Sufu antag	UPR XBP1 act	697 NFkB inh	Mdm2 MdmX PPI	CXCR6 block	CCR6 antagonist	EBI2 antag	Jurkat NFkB inh	CHOP UPR activ
Cc1cccc(C(=O)O/N=C2\CCCc3ccccc32)c1	-2.9	4.3	-24.1	-8.8	3.6	22.9	16.4	-5.2	7.2
Cc1cc(C)n(CC(=O)O)n1	-5.5	-1.0	16.7	7.7	2.6	-14.8	-9.6	5.8	1.2
COC(=O)[C@H](CCSC)NC(=O)c1cc2c(cn1)[nH]c1ccccc12	18.7	0.7	5.9	17.8	-2.2	2.6	20.1	-13.4	1.5
Cc1cc(N2CCN(C3CCCCC3)CC2)nc2cccc(O)c12	7.8	-2.9	7.0	-1.7	2.6	-2.4	6.8	-4.1	1.6
CCS(=O)(=O)N1Cc2ccccc2CC1C(=O)Nc1cccc(S(=O)(=O)N(C)C)c1 (stereo unspecified)	-3.4	2.7	1.0	17.8	-3.7	16.1	1.9	3.0	4.0
O=C1C=CC2(O[C@H](c3ccccc3)[C@@H](c3ccccc3)O2)[C@H](Sc2ccccc2O)C1	22.9	nt	nt	nt	94.0*	103.6*	71.6*	nt	nt
CSCCC(NC(=O)c1ccccc1Br)C(=O)NCCCn1nc(C)cc1C (stereo unspecified)	5.1	0.8	14.0	-8.1	-5.5	4.0	0.7	-0.3	-1.1
Cc1cc(NC(=O)c2ccco2)c(=O)n(Cc2cccc(C(F)(F)F)c2)c1	4.8	0.6	6.4	25.5	6.6	23.9	6.5	19.1	2.2
CCc1ccc(NC2=NCC(=O)N2Cc2ccc3c(c2)OCO3)cc1	-8.2	-2.6	-7.0	-10.5	-5.9	16.9	8.1	5.0	0.3
Cc1cc(NC(=O)/C=C/c2ccc(Br)cc2)no1	-20.6	0.2	-43.8	-6.5	2.4	22.0	-3.1	-2.1	6.1
COC(=O)c1ccc(NC(=O)C2C3C=CC(C3)C2C(=O)O)cc1 (stereo unspecified)	-4.4	-6.2	-0.6	7.6	22.5	10.9	-2.2	-20.4	1.7
Cc1c(N(C)C(=O)C2CCCN2S(=O)(=O)c2ccccc2)c(=O)n(-c2ccccc2)n1C (stereo unspecified)	-1.0	1.3	8.8	-1.6	4.7	3.2	-9.8	5.9	-1.9
O=C(NCc1ccccc1)c1cc(=O)[nH]c2ccccc12	2.1	1.3	11.7	3.4	-3.0	-6.0	-0.8	0.7	0.5
CN(c1ccccc1)S(=O)(=O)c1ccc(NC(=O)C2CCCCC2C(=O)O)cc1 (stereo unspecified)	1.0	0.3	-2.6	18.6	-3.2	9.3	6.6	-13.2	-0.5
CN(CCCNC(=O)CSc1cc(=O)n(C)c2cc(Cl)ccc12)Cc1ccccc1	-39.1	-1.3	2.1	48.3	0.8	8.5	-9.1	7.5	0.4
CN(C)c1nc(N(C)C)nc(N(C#N)CCOc2ccccc2)n1	2.3	-1.6	3.7	15.2	-5.8	-10.2	16.4	-0.1	0.3
CCOc1ccc(S(=O)(=O)NC(C)(C)C)cc1-c1nc2c(C(C)(C)C)nn(C)c2c(=O)[nH]1	14.5	-2.1	14.9	42.1	8.6	7.4	25.7	-9.7	2.5
O=C(Nc1ccccc1)c1ccccc1OS(=O)(=O)c1ccccc1	15.6	-1.9	0.4	-0.6	7.4	19.7	-1.9	10.4	3.2
Cc1ccc(C)c(CNS(=O)(=O)c2c(C(=O)N3CCCC3)c(C)n(C)c2C)c1	-9.2	1.9	0.7	7.5	2.8	15.3	-10.8	-2.4	0.8
CSc1nsc(SCC(=O)Nc2ccc(Br)cn2)n1	1.4	2.0	-37.3	6.7	5.3	21.4	4.5	-70.2	0.0
Cc1ccccc1CCN(CC(=O)NCc1ccc(F)cc1)C(=O)c1csnn1	-25.7	-5.2	12.2	30.0	-2.8	11.4	0.4	-9.1	-1.9
O=C(CSc1nc2ccccc2o1)N1CCN(c2ccc(Cl)cc2)CC1	10.4	-0.2	23.3	29.9	-4.8	-10.6	-1.5	11.5	0.7
COc1ccc(C2/C(=C(/O)c3ccccc3)C(=O)C(=O)N2c2ncccn2)cc1OC (stereo unspecified)	3.9	-1.0	8.7	18.2	-2.7	15.2	-0.5	17.4	1.2
COCCC(=O)N1CCC(Oc2ccc(C(=O)N3CCCCCC3)cc2)CC1	-13.7	-1.6	-2.4	-7.0	-5.6	10.8	4.9	14.4	0.8
Cc1ccc(CCC(=O)Nc2ccc(CC(=O)O)cc2)o1	-2.9	1.4	-10.9	-3.9	-5.8	8.4	-15.1	-12.9	-0.7
O=C(c1ccco1)N1N=C(c2cccs2)CC1c1ccco1 (stereo unspecified)	-1.3	-2.3	-11.2	13.6	-10.9	8.5	-16.4	-19.9	-1.3
COc1ccc(-c2csc(C3=C(O)CN(Cc4ccc(Cl)cc4)C3=N)n2)cc1OC	-7.9	43.0*	-15.8	10.5	-5.0	-16.6	12.5	-32.0	2.1
Cc1ccc(NC(=O)CSc2nnc(Cc3cccn3C)n2-c2ccc(F)cc2)cc1	-9.9	0.3	11.9	-2.0	2.7	-6.5	0.1	8.2	1.9
COc1cccc(CSc2nnc(-c3ccco3)n2C)c1	3.7	1.8	19.0	-2.6	6.2	-8.0	5.7	-7.1	0.5
O=C(Nc1c(C(=O)N2CCOCC2)cnn1-c1ccccc1Cl)c1ccco1	6.6	-0.6	7.0	22.7	-13.0	-7.9	-14.5	-6.0	1.7
CS(=O)(=O)N1CCN(c2nnc(-c3ccccc3)c3ccccc23)CC1	-14.3	-1.0	1.7	-20.3	-2.5	0.1	3.3	-0.2	1.2
O=C(COC(=O)/C=C/c1ccccc1Cl)NCCNC(=O)COC(=O)/C=C/c1ccccc1Cl	6.0	-2.2	15.1	-9.5	7.8	14.0	9.6	4.0	1.8
CC[C@H](C)C(N)c1cn([C@@H](CC(N)=O)C(=O)N2CCNCC2)nn1 (stereo partly specified)	-5.8	0.4	12.8	-9.3	2.6	3.8	-5.7	1.9	-2.7
O=C(/C=C/c1cccs1)N1CCN(Cc2ccc3c(c2)OCO3)CC1	-12.7	1.7	-22.8	6.9	9.3	3.8	64.3*	4.5	0.4
COc1ccc(N2C(=O)CC(NCc3ccncc3)C2=O)cc1 (stereo unspecified)	-2.4	-0.2	8.8	-9.7	-6.3	-10.0	-0.5	5.0	-0.9
COC(=O)c1nnn(-c2nonc2N)c1CN1CCCC1	-1.2	-4.5	-10.1	-20.6	-6.6	9.5	-10.4	-9.9	-0.1
O=C(CSC1=NS(=O)(=O)c2ccccc2N1)Nc1nccs1	-6.6	-0.2	9.7	-11.9	9.9	5.3	2.1	5.3	2.2
CC(C)(C)NC(=O)CN(Cc1cccs1)C(=O)C1COc2ccccc2O1 (stereo unspecified)	1.2	1.8	13.4	-34.0	3.2	7.1	-1.4	-10.1	-1.8
CCc1noc(C)c1C(=O)N1CCN(S(=O)(=O)c2cccc(C(F)(F)F)c2)CC1	2.1	-1.8	13.5	10.1	-6.2	1.4	1.7	-4.7	0.4
O=C(/C=C(\O)c1ccccc1)C(=O)NNC(=O)c1ccccc1	-4.7	-0.2	-29.7	16.0	6.6	17.2	4.4	-6.0	0.1
Cc1nc(NC(=S)NC(=O)c2cncc(Br)c2)ccc1Br	-4.6	2.9	-2.3	24.2	7.9	7.0	-1.5	6.7	0.4
COCC(=O)N(Cc1nc2ccccc2c(=O)[nH]1)Cc1cccs1	-3.0	1.2	1.7	-6.0	2.0	-7.7	-9.3	-6.7	0.6

Three of these compounds in a different format.
Order of results: Gli-Sufu antag	UPR XBP1 act	697 NFkB inh	Mdm2 MdmX PPI	CXCR6 block	CCR6 antagonist	EBI2 antag	Jurkat NFkB inh	CHOP UPR activ
Cc1cc(C)n(CC(=O)O)n1
 : -5.5	-1.0	16.7	7.7	2.6	-14.8	-9.6	5.8	1.2
COCC(=O)N(Cc1nc2ccccc2c(=O)[nH]1)Cc1cccs1
 : -3.0	1.2	1.7	-6.0	2.0	-7.7	-9.3	-6.7	0.6
Cc1ccccc1CCN(CC(=O)NCc1ccc(F)cc1)C(=O)c1csnn1
 : -25.7	-5.2	12.2	30.0	-2.8	11.4	0.4	-9.1	-1.9

(list continues)
SMILES	Gli-Sufu antag	UPR XBP1 act	697 NFkB inh	Mdm2 MdmX PPI	CXCR6 block	CCR6 antagonist	EBI2 antag	Jurkat NFkB inh	CHOP UPR activ
CC1CCN(Cc2nc3c(c(=O)n(C)c(=O)n3C)n2CCc2ccccc2)CC1	0.8	-0.9	8.9	19.0	9.1	19.8	18.9	9.9	0.0
Cc1ccccc1-n1ncc(C(C)NS(=O)(=O)c2sccc2C)c1C (stereo unspecified)	1.3	0.0	-39.1	-7.6	-3.9	-1.7	-3.7	6.8	0.7
CCOc1ccc(C2C(C(=O)Nc3ccc(F)cc3)=C(C)Nc3nc(CCCO)nn32)cc1 (stereo unspecified)	-0.6	-2.1	-3.9	-10.7	2.0	0.6	0.7	-3.9	3.7
CCn1c(N)cc(=O)[nH]c1=S	2.1	nt	nt	nt	-3.5	1.6	1.4	nt	nt
Cc1cc(CN(C)C(=O)CC2C(=O)NCCN2Cc2ccc(F)c(F)c2)on1 (stereo unspecified)	-3.8	-3.2	8.3	-7.9	3.6	4.2	-2.3	15.7	-0.9
